uPA generation: cell surface uPA generation inhibition; 330,000 compounds, 0.31% hits; Potency, µM (highest dose often 38.3 µM), for inactives: top-dose activity change, negative = inhibition, actives largely listed as inhibitors; cell surface uPA generation assay, qHTS; active means well fitted inhibition curve with a large enough effect; inconclusive means small, poorly fitted or top-dose-only effect; inactive means no such curve, though single readings can be large or run the other way; tested in mouse RAW 264.7 cells; further: potency means the concentration at half of the fitted maximal effect; on the % scale 0 is the no-effect control and ±100 the full control effect; nearly all actives have a fitted effect of over 55% in size
B2AR arrestin: agonists driving beta-arrestin recruitment to human beta2-adrenergic receptor; P07550; beta-arrestin recruitment to beta2AR, cell-based reporter; Potency, µM (top dose mostly 46.1 µM), without a hit: at the highest dose activation, actives largely listed as activators; 330,000 compounds, 0.02% hits; AID 492947;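 further: potency means the concentration at half of the fitted maximal effect; 0% = DMSO controls and full agonism = EC100 isoproterenol or metaproterenol; nearly all actives have a fitted effect of over 65% in size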
USP2a block: blocks human ubiquitin-specific protease USP2a; USP2 core, Ub-CHOP2 coupled fluorogenic reporter, 485/531; Potency, µM (doses to about 38.3 µM), inactives show top-dose activity change, negative = inhibition, most hits filed as inhibitors; 330,000 compounds, 0.01% hits; AID 463254;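 further: potency means the concentration at half of the fitted maximal effect; plate controls were DMSO wells for no effect and full inhibition by NEM control for full effect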
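USP2 core (10nM final) preincubated 30min RT with compound in 20mM Tris-HCl pH 8.0, 2mM CaCl2, 2mM beta-mercaptoethanol, 0.05% CHAPS; 25nM Ub-CHOP2 plus 25nM reporter substrate added, fluorescence (Ex485/Em531) read after 60min.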
ELG1 genotoxic: induces genotoxicity in HEK293T cells with luciferase-tagged ELG1; HEK293T ELG1-luciferase reporter, luminescence, 16 h; Potency, µM (top dose mostly 46 µM), for the others: at the highest dose activity change, positive = activation, actives largely listed as activators; 330,000 compounds, 1.3% hits; AID 504466; further: potency means the concentration at half of the fitted maximal effect; % of control where 0% means no effect; nearly all actives have a fitted effect of over 60% in size
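Reporter readout depends on ELG1 protein level, which increases with genetic stress. After 16 hr compound exposure at 37 °C, luciferase activity was quantified using ONE-Glo.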
Integrin act MD: integrin-mediated muscular dystrophy alleviation activation. alpha7betagal myoblasts, beta-gal FDG fluorescence, 48 h. Potency, µM (titrated, usually from 38.3 µM), without a hit: at the top dose activation, actives largely listed as activators. 350,000 compounds, 0.064% hits;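 further: potency means the concentration at half of the fitted maximal effect; 100% = response of the positive control SU9516; nearly all actives have a fitted effect of over 60% in size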
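Alpha7betagal+/- myoblasts (passage 13) were plated 16-24 hr, then exposed to compounds (1:260 dilution of DMSO stock) for 48 hours at 37C. After MPER lysis, β-galactosidase reporter activity was read as FDG fluorescence (ex 480/em 540) after 30 minutes.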
TRPV1 agonist: agonists of human vanilloid receptor 1 (TRPV1) | TRPV1-expressing cells, Fluo-8 calcium influx, agonist mode | activation, % at 8.33 µM | 320,000 compounds, 0.19% hits; in the data active means activation above about 80%; inconclusive means between about 30% and that limit; further: 0% is about no effect
Target sequence (Q8NER1 whole entry, looked up): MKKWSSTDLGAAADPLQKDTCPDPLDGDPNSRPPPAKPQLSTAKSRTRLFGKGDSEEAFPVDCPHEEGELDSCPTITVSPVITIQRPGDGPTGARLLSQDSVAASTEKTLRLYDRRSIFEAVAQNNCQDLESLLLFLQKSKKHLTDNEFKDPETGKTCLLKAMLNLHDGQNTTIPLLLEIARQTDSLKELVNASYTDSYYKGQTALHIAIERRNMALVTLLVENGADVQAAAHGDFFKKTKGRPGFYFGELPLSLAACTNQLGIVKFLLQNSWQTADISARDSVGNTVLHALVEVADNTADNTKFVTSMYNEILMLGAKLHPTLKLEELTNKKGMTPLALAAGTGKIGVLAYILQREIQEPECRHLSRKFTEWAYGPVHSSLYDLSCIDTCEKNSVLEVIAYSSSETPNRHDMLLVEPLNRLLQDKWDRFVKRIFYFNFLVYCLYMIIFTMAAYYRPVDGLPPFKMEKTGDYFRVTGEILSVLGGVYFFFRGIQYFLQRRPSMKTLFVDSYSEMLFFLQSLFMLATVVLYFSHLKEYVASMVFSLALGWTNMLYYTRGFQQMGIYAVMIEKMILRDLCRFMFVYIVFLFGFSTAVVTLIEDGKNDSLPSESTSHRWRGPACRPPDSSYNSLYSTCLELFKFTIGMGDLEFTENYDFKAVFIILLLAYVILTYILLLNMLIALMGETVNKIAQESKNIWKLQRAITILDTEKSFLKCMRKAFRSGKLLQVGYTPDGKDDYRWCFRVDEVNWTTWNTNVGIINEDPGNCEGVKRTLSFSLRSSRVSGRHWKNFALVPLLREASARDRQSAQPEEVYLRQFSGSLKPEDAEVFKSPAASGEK
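Fluo-8 calcium influx in TRPV1-expressing cells, kinetic read (ex 480/em 520 nm). Compound added and read 3 min for agonist activity, followed by capsaicin at EC20 final and 2 min further read for enhancement.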
TSG101-PTAP inh: blocks PTAP/TSG101 interaction to inhibit HIV-1 budding; Potency, µM (doses to about 115 µM), for the others: at the top dose activity change, negative = inhibition, most hits filed as inhibitors; Fluorescence polarization, FITC-PTAP peptide / Tsg101 binding; AID 493005; 340,000 tested, under 10 active; Q99816; active means well fitted inhibition curve with a large enough effect in the main read-out, with a control signal flat, not every such curve was filed as active; inconclusive means small, poorly fitted or top-dose-only effect, or effect the other way, or a change in a side signal; inactive means no such curve, though single readings can be large or run the other way; further: potency means the concentration at half of the fitted maximal effect; % of control where 0% means no effect
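Tsg101 binding domain (10 uM final) was mixed with compound and a FITC-labeled PTAP peptide (50 nM final) in HEPES pH 7.5 buffer with NaCl, Tween 20, EDTA and TCEP; fluorescence polarization was read after 20 min at r.t.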
Eya2 inh: Eya2 (human) phosphatase inhibition; O00167; recombinant Eya2, OMFP fluorescence dephosphorylation (OMFP is methylfluorescein phosphate); Potency, µM (doses to about 76.9 µM), for inactives: at the top dose activity, negative = inhibition, hits mostly inhibitors; 330,000 compounds, 0.006% hits; AID 488837; further: potency means the concentration at half of the fitted maximal effect; on the % scale 0 is the no-effect control and ±100 the full control effect
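Eya2 (0.2 uM) preincubated 10 min at ambient with compound, then OMFP substrate added at 50 uM; 10 min reaction in 50 mM HEPES pH 7.5, 50 mM NaCl, 5 uM MgCl2, 0.05% BSA, 1 mM DTT. Fluorescence read at Ex 485/Em 525 nm.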
S-ASM inh: inhibitors of human secretory acid sphingomyelinase; P17405; placental ASM, HMU-PC fluorogenic substrate, 60 min; Potency, µM (series often up to 57.5 µM), inactives show at the highest dose activity change, negative = inhibition, actives largely listed as inhibitors; 340,000 compounds, 0.006% hits; AID 504937; further: potency means the concentration at half of the fitted maximal effect
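Fluorescence read-out (Ex 386 nm, Em 447 nm) after stopping the reaction at pH 10. Enzyme: ASM from human placenta; substrate HMU-PC0, 9 uM final; 60 min, 37 °C. Compound preincubation 10 min, ambient temperature.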
BRCA1 expr act: BRCA1 expression activation | MCF7-BRCA1-FFLuc reporter, luminescence, 48 h; response scale: scaled: vehicle 0%, 10 µM genistein 100% | Potency, µM (top dose mostly 46.1 µM), without a hit: at the top dose activation, most hits filed as activators | 380,000 compounds, 1.1% hits; further: potency means the concentration at half of the fitted maximal effect; nearly all actives have a fitted effect of over 80% in size; some results filed as inactive show a strong effect at the top dose
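Luminescence from a BRCA1-driven firefly luciferase in MCF7 cells was the read-out, taken 15 min after substrate addition following 48 h compound exposure at 37 °C. Data were normalized to a 10 microM genistein control and DMSO vehicle.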
p53 reactivation: re-activators of mutant p53; Potency, µM (top dose mostly 92.2 µM), for inactives: at the highest dose activity change, positive = activation, actives largely listed as activators; H1299 p53-A138V BP100-luciferase reporter, luminescence, 24 h; 320,000 compounds, 0.063% hits; further: potency means the concentration at half of the fitted maximal effect; % of control where 0% means no effect; nearly all actives have a fitted effect of over 45% in size
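H1299 (p53-null), stable ts p53-A138V + BP100-Luc; 1000 cells/well, Opti-MEM/10% FBS; cpd 4 pt, 1:5; 24 h, 37 deg C, 5% CO2; detection reagent 10 min RT; luminescence.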
Starred values were filed as active, the others as inactive; ? = inconclusive; . = no result given; [ ] = remark or other dose. Unless noted, the call rests on the fitted dose curve; in most records, active means well fitted curve in the direction sought with a large enough effect; inconclusive means small, poorly fitted or top-dose-only effect, or another doubt; inactive means no such curve, though single readings can be large; an effect the other way counts as inactive or inconclusive.

| compound | uPA generation | B2AR arrestin | USP2a block | ELG1 genotoxic | Integrin act MD | TRPV1 agonist | TSG101-PTAP inh | Eya2 inh | S-ASM inh | BRCA1 expr act | p53 reactivation |
| --- | --- | --- | --- | --- | --- | --- | --- | --- | --- | --- | --- |
| S=c1[nH]nc(-c2cccc3ccccc23)n1-c1cccnc1 | 0.2% | -0.5% | 1.2% | 0.3% | 0.0% | -4.4 | -9.4% | -1.1% | 10.0% | 0.0% | 1.8% |
| Cc1ccc(C)c(NC2=C(Cl)C(=O)OC2OC(=O)c2ccco2)c1 (centres undefined) | ? | 0.3% | -1.8% | -2.0% | -53.4%[inhibitor] | 25.7 | -4.2% | 8.0% | -4.6% | -6.1% | 10.3% |
| O=C(Cc1cccs1)N1CCN=C1SCc1cccc(F)c1 | -11.6% | -0.6% | 2.4% | -1.3% | -3.6% | 6.4 | 0.2% | -10.0% | 1.4% | 4.5% | -1.2% |
| Cc1csc(C(=O)NCC(=O)NNC(=O)c2cccc(Cl)c2)c1 | 6.3% | 1.6% | 0.9% | 9.9% | 2.9% | -0.4 | -5.8% | 5.8% | 0.5% | -0.1% | 3.3% |
| CCn1nc(CC(C)C)cc1C(=O)N1CCCC(Nc2ccc(F)cc2)C1 (centres undefined) | 4.3% | -1.4% | 1.8% | -4.4% | -7.9% | ? | 1.6% | -5.6% | 0.0% | -37.8% | 0.5% |
| Cc1nc(-c2ccc(S(=O)(=O)Oc3ccc(Cl)cc3Cl)s2)cs1 | -3.6% | -0.2% | 0.0% | -6.1% | -22.6% | 1.5 | 0.2% | 3.8% | -3.9% | -67.9% | 7.6% |
| Cc1cc(C)n2cc(CSc3nnc(-c4ccccc4)o3)nc2n1 | -4.7% | -0.3% | 0.6% | 2.2% | 6.8% | -2.2 | -3.1% | 9.5% | 1.6% | -10.7% | 13.8% |
| COc1ccccc1CNC(=O)c1sccc1-c1ccccc1 | -2.7% | -1.2% | -0.9% | -1.7% | 0.0% | 7.9 | 0.1% | -1.7% | -1.1% | -15.0% | -5.8% |
| COc1ccc(NC(=S)N(Cc2cccc(Br)c2)CC2CCC(C(=O)O)CC2)cc1 (centres undefined) | -0.5% | 0.0% | 0.3% | 2.2% | -9.4% | 3.9 | -1.4% | -1.9% | -4.4% | 0.0% | 1.0% |
| COCc1nnc(NS(=O)(=O)c2ccc(C)cc2)s1 | -1.6% | 0.0% | 3.2% | -1.4% | 18.2% | 0.5 | -2.2% | 13.5% | 6.0% | 0.0% | -13.1% |
| Cc1ccc(C(=O)CCC(=O)Nc2ncccc2C)cc1 | 12.4% | 0.2% | -0.6% | 0.5% | ? | -2.8 | -2.9% | -11.3% | -0.5% | 1.8% | ? |
| CCOC(=O)C1=C(C)Nc2nc3ccccc3n2C1c1ccc(O)cc1 (centres undefined) | 8.5% | -0.5% | 7.4% | 2.8% | -11.4% | 4.0 | 1.0% | -0.7% | -1.9% | -14.3% | -0.8% |
| O=C(COC(=O)Cc1ccc(F)cc1)NC(=O)c1ccccc1 | 15.9% | 0.3% | 1.2% | 1.4% | 13.0% | 27.8 | 0.8% | -19.1% | 1.0% | -0.7% | -7.3% |
| COC(=O)c1ccc(C(=O)OC)c(=O)[nH]1 | 9.1% | -1.0% | 13.2% | -4.0% | -0.4% | 2.8 | -2.0% | ? | . | 2.4% | 1.0% |
| COc1ccccc1CCNC(=O)C(=O)NCC1OCCN1S(=O)(=O)c1ccc(Cl)cc1 (centres undefined) | -7.7% | 0.0% | 0.5% | -3.5% | -5.8% | -0.6 | -7.4% | 0.1% | 1.8% | -19.8% | . |
| CCOC(=O)CN1N=C(/C=C/c2ccc(C)cc2)CCC1=O | -11.1% | -0.2% | 2.2% | 3.7% | -16.1% | 1.5 | 0.0% | 3.3% | -1.5% | 40.1% | 10.5% |
| CCN(CC)CCCn1c2c(c(SCC(=O)Nc3cc(C)on3)nc1=O)CCC2 | -2.8% | -0.8% | 0.4% | -0.3% | 14.5% | 7.3 | -7.3% | -11.6% | -1.8% | -22.9% | -6.8% |
| O=C(Nc1ccc(Cl)c(S(=O)(=O)N2CCOCC2)c1)c1n[nH]c(=O)c2ccccc12 | 13.1% | -0.2% | 2.7% | 2.9% | -5.5% | 2.7 | -0.8% | -0.8% | -1.1% | 7.7% | 3.1% |
| O=C(NCc1ccccc1)c1cccc(NC(=O)C2CCCCC2)c1 | 3.8% | . | . | . | -7.6% | . | -6.8% | . | -0.2% | 0.1% | . |
| Cn1c(CO)cnc1SCC(=O)c1ccc(Br)cc1 | 3.5% | -1.1% | 1.6% | -5.0% | 8.9% | 8.6 | -1.0% | -8.5% | 1.2% | 43.5% | 4.2% |
| COc1cccc(CN2CCN(S(=O)(=O)c3ccc(NC(C)=O)cc3)CC2)c1OC | -6.8% | 0.0% | -1.1% | -3.1% | ? | 24.0 | -2.3% | -1.5% | 1.1% | -15.4% | -0.4% |
| Cc1ccccc1-c1nnn(CC(=O)Nc2ccc3c(c2)OCO3)n1 | 20.2% | -0.1% | 1.0% | 6.4% | -28.8% | 10.6 | -2.4% | -1.0% | -1.1% | -5.8% | -5.2% |
| Clc1ccc(N2CCOCC2)nn1 | 4.8% | 0.2% | 1.9% | -2.7% | -7.1% | -6.3 | -1.8% | -0.2% | 4.8% | 0.0% | 0.9% |
| CCn1cc(C(=O)NCCc2ccc(Cl)cc2)c(=O)c2ccc(C)nc21 | 6.5% | -0.4% | 4.6% | -2.2% | 1.5% | 1.0 | -0.8% | ? | -3.5% | -6.7% | -1.7% |
| CC(=O)Nc1ccc(S(=O)(=O)N(Cc2ccccc2)c2ccccc2F)cc1 | 1.6% | 0.4% | -2.5% | -2.8% | 20.3% | 12.6 | 3.0% | 2.2% | -4.6% | -22.7% | -4.0% |
| CN(C)S(=O)(=O)c1ccc(NC(=O)COC(=O)c2n[nH]c3ccccc23)cc1 | -3.8% | 0.0% | 0.6% | -9.8% | -22.8% | 8.7 | 0.2% | 3.2% | -2.3% | -16.3% | 5.3% |
| C/C(Cl)=C/CSc1nn2c(=O)c3ccccc3nc2s1 | 2.0% | 0.0% | 0.4% | ? | 10.8% | ? | -4.0% | -28.6% | -8.2% | ? | ? |
| Cc1ccc(C)c(N2CCN(S(=O)(=O)CC34CCC(CC3=O)C4(C)C)CC2)c1 (centres undefined) | 7.7% | -0.9% | -14.6% | -0.1% | 8.5% | -3.1 | -8.1% | -3.8% | 0.2% | -39.1% | 12.2% |
| CCOc1ccc(N2C(=O)CC(N(Cc3ccco3)C(C)=O)C2=O)cc1 (centres undefined) | 0.7% | -0.6% | -5.3% | 0.9% | 13.1% | 2.1 | -0.4% | 15.6% | 3.0% | -6.9% | 3.1% |
| CC(C)CN1C(=O)c2ccc(NC(=O)C3CC3)cc2C1=O | 1.7% | -1.4% | 3.7% | -0.5% | 11.6% | ? | -0.1% | 3.3% | 36.5% | 2.2% | . |
| Cc1cc(=O)oc2cc(NC(=O)c3cccc(S(C)(=O)=O)c3)ccc12 | 1.6% | -1.1% | 1.6% | ? | -22.2% | 0.6 | -2.7% | -0.1% | 116.3%[activator] | 73.0% | ? |
| CCOC(=O)C1CCN(C(=O)COC(=O)c2ccc(Br)o2)CC1 | 0.6% | 0.1% | 3.0% | -1.6% | 1.7% | 2.3 | -6.4% | 6.3% | 3.8% | -17.9% | -7.7% |
| O=c1cnnc(N/N=C/c2c[nH]c3ccccc23)[nH]1 | 2.3% | -0.1% | 2.1% | 5.0% | 13.0% | -2.4 | -5.2% | -13.8% | 1.2% | 3.7% | 3.8% |
| C[C@H](NC(=O)c1ccccc1Cl)C(=O)OCC(=O)N1CC2(C)CC1CC(C)(C)C2 (some centres undefined) | 12.5% | 0.6% | 6.2% | 3.6% | -36.2% | 1.1 | -6.2% | 0.1% | 1.7% | 5.0% | -8.2% |
| NC(N)=N/N=C/c1ccccc1Cl | -2.9% | 0.0% | 0.0% | -4.0% | -12.9% | 1.0 | -3.4% | -0.6% | 0.9% | -45.7% | -4.1% |
| COc1cccc(OC)c1C(=O)Nc1sc2c(c1C(N)=O)CCCC2 | 0.2% | . | . | . | 8.8% | . | -2.4% | . | 1.9% | -16.0% | . |

High-throughput results (PubChem BioAssay)
